Compound activity as filed in PubChem.
PAFAH1B2 inh = blocks human PAF acetylhydrolase 1b catalytic subunit 2 | P68402 | recombinant PAFAH1B2, FP-rhodamine activity probe, fluorescence polarization | inhibition, % at 3.39 µM | actives 1.2% (n = 340,000) | AID 492953;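 active = inhibition above the mean of all tested compounds plus 3 SD, cut at about 24% in these data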;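 note: 0% = enzyme with DMSO and 100% = wells lacking PAFAH1B2; many of its hits are not listed in these tables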
Target sequence (P68402 whole entry, looked up): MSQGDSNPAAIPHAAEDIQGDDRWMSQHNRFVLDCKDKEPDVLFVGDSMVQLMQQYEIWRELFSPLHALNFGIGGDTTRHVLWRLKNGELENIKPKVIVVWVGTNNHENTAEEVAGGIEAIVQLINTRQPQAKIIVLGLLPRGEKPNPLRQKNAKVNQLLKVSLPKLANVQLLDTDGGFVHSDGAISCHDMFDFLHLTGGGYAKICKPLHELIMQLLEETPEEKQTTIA
LYPLA2 inh = blocks human lysophospholipase 2, a PME1 counter-screen. O95372. inhibition, % at 5.9 µM. recombinant LYPLA2, FP-Rh probe fluorescence polarization. actives 0.38% (n = 320,000);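 active = inhibition above the screen-wide mean plus 3 SD, limit set per campaign, cut at about 26% in these data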;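 note: 0% = LYPLA2 with DMSO and 100% = wells lacking LYPLA2 enzyme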
Target sequence (O95372 whole entry, looked up): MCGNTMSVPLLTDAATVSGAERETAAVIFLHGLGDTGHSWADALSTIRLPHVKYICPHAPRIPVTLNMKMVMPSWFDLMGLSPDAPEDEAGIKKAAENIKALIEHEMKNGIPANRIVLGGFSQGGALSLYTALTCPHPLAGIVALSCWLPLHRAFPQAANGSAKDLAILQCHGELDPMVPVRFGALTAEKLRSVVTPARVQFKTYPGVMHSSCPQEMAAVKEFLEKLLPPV
PREPL inhibitor = inhibitors of human prolyl oligopeptidase-like enzyme PREPL. recombinant PREPL, fluorescence polarization activity-based probe. inhibition, % at 5.96 µM. actives 0.68% (n = 320,000). Q4J6C6; in the data active = inhibition above about 43%;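 note: 0% = enzyme with DMSO and 100% = wells lacking enzyme; many of its hits are not listed in these tables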
GSTO1 inh = counter-screen for RBBP9 inhibitors: inhibitors of human GSTO1. recombinant GSTO1, activity-based probe fluorescence polarization. inhibition, % at 5.96 µM. actives 1.1% (n = 300,000);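 active = inhibition above the campaign mean inhibition plus 3 SD, cut at about 35% in these data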;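 note: 0% = GSTO1-1 with DMSO and 100% = wells lacking GSTO1-1 enzyme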
Target sequence (P78417 whole entry, looked up): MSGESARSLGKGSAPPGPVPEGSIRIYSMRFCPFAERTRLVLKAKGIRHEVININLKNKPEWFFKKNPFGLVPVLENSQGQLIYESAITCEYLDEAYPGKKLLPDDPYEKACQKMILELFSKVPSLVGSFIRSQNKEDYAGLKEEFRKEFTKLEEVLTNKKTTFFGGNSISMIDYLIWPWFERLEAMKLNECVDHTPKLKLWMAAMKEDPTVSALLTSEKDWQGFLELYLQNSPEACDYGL
PAD4 inh = blocks human protein arginine deiminase 4 | Q9UM07 | AID 485272 | actives 0.41% (n = 330,000) | inhibition, % at 6.36 µM | recombinant PAD4, RCA probe fluorescence polarization;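 active = percent inhibition above a cutoff equal to the mean of all tested compounds plus 3 SD, cut at about 15% in these data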;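 note: 0% = PAD4 with RCA probe and DMSO and 100% = probe without PAD4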
PAFAH1B3 inh = inhibitors of human PAFAH1B3; actives 0.28% (n = 340,000); Q15102; AID 492972; inhibition, % at 3.39 µM; recombinant PAFAH1B3, FP-rhodamine probe, fluorescence polarization;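 active = inhibition above the screen-wide average of all tested compounds plus 3 SD, cut at about 25% in these data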;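 note: 0% = enzyme with DMSO only and 100% = wells lacking PAFAH1B3 protein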
Target sequence (Q15102 whole entry, looked up): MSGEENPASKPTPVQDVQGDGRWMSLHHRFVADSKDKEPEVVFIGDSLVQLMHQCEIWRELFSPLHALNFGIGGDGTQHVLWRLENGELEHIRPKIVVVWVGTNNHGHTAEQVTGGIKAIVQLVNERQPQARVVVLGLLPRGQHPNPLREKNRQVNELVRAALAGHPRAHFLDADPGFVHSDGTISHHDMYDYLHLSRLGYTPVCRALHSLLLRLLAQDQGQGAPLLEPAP
pPAFAH FP inh = inhibitors of human plasma PAF acetylhydrolase (pPAFAH); Q13093; recombinant pPAFAH, FP-rhodamine probe fluorescence polarization; inhibition, % at 3.39 µM; actives 1.5% (n = 330,000); AID 463082;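 active = inhibition above the mean inhibition across the screen plus 3 SD, cut at about 25% in these data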;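 note: inhibitors block binding of the rhodamine activity-based probe so polarization drops; 0% = enzyme with DMSO and 100% = wells lacking pPAFAH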
PAFAH2 inh = PAFAH2 (human) inhibition. Q99487. recombinant PAFAH2, FP-rhodamine activity probe, fluorescence polarization. inhibition, % at 3.39 µM. actives 0.99% (n = 340,000). AID 492956;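 active = inhibition above the mean over all tested compounds plus 3 SD, cut at about 30% in these data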;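 note: inhibitors block probe labeling of enzyme so polarization drops; 0% = enzyme with DMSO and 100% = wells lacking PAFAH2 protein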
LYPLA1 counter = counter-screen for PME1 inhibitors: inhibitors of human LYPLA1 | O75608 | actives 0.16% (n = 320,000) | inhibition, % at 5.9 µM | AID 2174 | recombinant LYPLA1, FP-Rh probe fluorescence polarization;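 active = inhibition above the mean of all tested compounds plus 3 SD, set per campaign, cut at about 14% in these data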;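 note: inhibitors block serine hydrolase probe labeling of LYPLA1 so polarization falls; 0% = enzyme with DMSO and 100% = wells lacking LYPLA1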
Active calls of the source: *; nt = no result given. These rows are one share of the data; the hit share may differ from the screen's.

molecule,LYPLA1 counter,LYPLA2 inh,PAD4 inh,PREPL inhibitor,PAFAH2 inh,PAFAH1B3 inh,GSTO1 inh,PAFAH1B2 inh,pPAFAH FP inh
CCOC(=O)C1=C(CN2CC(C)CC(C)C2)NC(=O)NC1c1ccc2c(c1)OCO2 (stereo unspecified),-1,0,-6,10,2,9,2,0,-6
CC(C)CCOc1ccc(Cl)cc1CN1CCOCC1,0,7,0,11,1,8,9,-3,4
COc1ccc2c(c1)c(C(=O)OCCN(C)C)c(C)n2C,3,3,-2,-2,-8,2,-4,-1,2
OC1(c2cccs2)CN(c2ccccc2)C2=[N+]1CCCC2 (stereo unspecified),0,2,-2,2,-1,5,8,-2,1
CC(C)Oc1cc(S(=O)(=O)N2CCCCC2)ccc1N,-2,-7,4,-6,7,7,1,0,4
CCOc1cc(C(=S)N2CCOCC2)ccc1OS(=O)(=O)c1ccc(OC)cc1,-1,5,-3,4,-1,6,5,1,3
[O-]/[N+](=C/c1ccccc1)c1ccccc1,1,5,1,1,-4,11,nt,3,2
COc1ccc(N2C(=O)CC(NNC(=O)c3cc(C)oc3C)C2=O)cc1 (stereo unspecified),3,10,-1,4,-4,2,-1,-2,4
CCCN1CCC(=O)N([C@H](COc2ccccc2)CC(C)C)CC1,1,-2,2,5,9,4,6,7,-3
O=C(Nc1ccc2c(c1)nc1n2CCSC1)c1ccco1,-1,0,-4,-1,12,8,9,-2,2
Cc1onc(-c2ccccc2Cl)c1C(=O)NCC(=O)O,0,5,1,-2,-1,8,-2,6,0
COCc1cc(C)nc(NCCc2ccccc2)c1C#N,-3,-4,2,5,2,-4,-2,4,0
COc1c(Cl)cc(C(=O)Nc2ccc(Cl)cn2)cc1Cl,-2,10,8,-9,3,4,0,0,-8
Cc1ccc(-c2nc3ncccc3o2)cc1NC(=O)c1cccs1,0,-1,-4,-12,-3,2,6,3,-11
O=C(NC(=S)Nc1cccc2cc(O)ccc12)c1ccco1,0,2,3,14,-1,8,7,1,11
COc1cc(OC)c(C(=O)OCC(=O)Nc2ccc(S(=O)(=O)N3CCOCC3)cc2)cc1OC,nt,nt,3,7,-1,7,nt,0,1
CCc1ccc(C(=O)Nc2nc3ccccc3[nH]2)cc1,9,3,-1,0,-2,11,2,7,0
Cn1c(SCC(=O)N2c3ccccc3Sc3ccc(Cl)cc32)nnc1-c1ccco1,-1,3,-6,-20,2,3,-5,2,2
Cc1ccccc1OCc1nnc(SCc2nc3ccccc3c(=O)[nH]2)n1C,-1,5,3,16,5,7,6,5,1
CC(=O)Nc1cccc(NC(=O)CCN2C(=O)c3ccccc3S2(=O)=O)c1,5,4,-4,9,4,3,2,-1,53*
CC(=O)c1ccc(OCCCC(=O)NC(C)c2ccc(S(N)(=O)=O)cc2)cc1 (stereo unspecified),-3,3,-6,-4,-5,-5,2,-3,1
COc1ccc(N(CC(=O)NCc2ccco2)S(=O)(=O)c2ccccc2)cc1,-1,2,-4,-4,5,2,9,5,2
O=C(Cn1ccc(NC(=O)OCc2ccccc2)nc1=O)NCCc1ccccn1,1,5,-2,4,-9,3,nt,1,4
COc1cccc(NC(=O)C2CCCN2C(=O)Nc2ccccc2F)c1 (stereo unspecified),0,-1,3,-2,5,2,0,-1,0
CCOC(=O)C1CCN(C(=O)c2sc3nc(-c4ccc(F)cc4)cn3c2C)CC1,1,5,0,0,-2,4,0,0,5
COCc1nnc(NC(=O)COc2ccc3c(c2)OCO3)s1,-1,-1,-2,3,6,-4,1,1,5
CCc1ccccc1-n1c(SCC(=O)NC)nnc1-c1ccco1,-3,-9,1,6,-3,-1,-2,0,4
O=C(NCCN1CCOCC1)c1ccc(Cl)cc1O,0,-1,3,-1,-1,-5,7,2,-2
COc1cccc(/C(O)=C2/C(=O)C(=O)N(CCN(C)C)C2c2ccccn2)c1 (stereo unspecified),2,2,5,-7,-6,7,0,4,-3
COc1cccc(-n2nc(C(C)=O)c(=O)[nH]c2=O)c1,0,-4,-6,-6,7,4,4,5,0
Nc1ncnc(Nc2ccc(F)c(Cl)c2)n1,-1,-2,1,-4,-2,-3,6,3,0
C=CCn1c(SCC(=O)N(CCC)C2CCS(=O)(=O)C2)nnc1-c1ccccc1OC (stereo unspecified),0,3,2,-3,-2,6,2,0,1
COc1ccc(S(=O)(=O)Nc2ccc(C(F)(F)F)cc2)cc1OC,-1,2,-1,-4,0,15,8,-3,8
COc1ccc(N2CCN(CC(=O)Nc3nc4c(s3)CC(C)CC4)CC2)cc1 (stereo unspecified),-1,3,1,18,7,5,8,6,5
COc1ccc(C(CNC(=O)C(CC(C)C)NS(=O)(=O)c2ccc(C)cc2)N2CCOCC2)cc1 (stereo unspecified),4,6,-1,4,1,8,6,6,1
CCOCCCNc1c(CC)c(C)c(C#N)c2nc3ccccc3n12,-3,-1,0,11,4,8,-1,0,5
CN(C)CCCN(C(=O)c1ccc(S(=O)(=O)N2CCc3ccccc3C2)cc1)c1nc2ccc(F)cc2s1,3,4,-3,4,-2,11,2,1,4
CC1(NS(=O)(=O)c2ccc(Cl)s2)CCS(=O)(=O)C1 (stereo unspecified),nt,nt,-3,9,0,7,nt,7,11
Cc1nc2nc(CCc3ccccc3)nn2c(C)c1Cl,0,1,0,2,-5,3,-3,4,4
CCc1c(C2(O)CCCCC2)[nH]c2ncccc12,1,4,-1,3,0,10,nt,7,3
COc1ccc(-c2cc(C3CCN(Cc4cccc(C(F)(F)F)c4)CC3)[nH]n2)cc1,-2,9,1,-19,-1,2,4,-3,1
C/C(=N\Nc1nc(-c2cc(C)ccc2C)cs1)c1cc2c(ccc3ccccc32)oc1=O,-12,-11,-10,0,13,-5,15,-6,20
CC[n+]1c(/C=C(/C)SC)sc2ccccc21,-2,2,-2,8,0,9,7,2,5
Cc1cc(C)nc(SCC(=O)N/N=C\C(Br)=C\c2ccccc2)n1,-7,-5,-4,5,6,-2,8,2,3
CC(=O)NNC(=O)c1nc(-c2ccccc2)c(C)o1,1,5,3,-2,0,3,3,0,-1
O=[N+]([O-])c1cnc(Sc2ccncn2)s1,1,2,-3,9,-9,-1,7,5,0
O=C(CCc1nc2ccccc2c(=O)[nH]1)NCc1ccccn1,0,-7,-5,-12,9,-4,-4,0,0
CCN1CN(CCc2ccccc2)CNC1=S,1,2,2,-4,5,7,1,3,7
CCc1ccc(OCC(=O)N/N=C(\C)c2ccc(-n3ccnc3)cc2)cc1,0,5,3,-1,2,-7,0,-3,-1
Cc1ccc(S(=O)(=O)N2CCCC2CNC(=O)C(=O)NCc2cccs2)cc1 (stereo unspecified),-2,-2,4,9,3,1,6,6,3
Cc1ccc(NS(=O)(=O)c2ccc(C(=O)NCc3ccncc3)cc2)cc1,4,7,-1,-1,4,2,12,7,26*
Cc1cc(C(=O)N2C(C)CCCC2C)no1 (stereo unspecified),2,3,-1,6,-7,7,2,4,5
COc1ccc(N(CC(=O)NCCSCc2ccco2)S(=O)(=O)c2ccccc2)cc1OC,0,1,-1,3,6,3,0,-2,4
Cc1ccc(C)c(NC(=O)CCC(=O)NNC(=O)c2cccs2)c1,0,-1,3,-2,4,4,-1,-1,4
CCCSc1nnc(NC(=O)c2sc3nc(-c4cccs4)ccc3c2N)s1,-8,7,5,10,10,11,-26,10,10
CSc1ccc(CN2CCC(Cc3ccccc3)CC2)cc1,-1,1,2,3,4,5,6,0,2
COc1ccccc1N1CCN(C(=O)c2cc(C(C)(C)C)oc2C)CC1,3,3,-5,-2,-6,7,3,-1,2
O=C(/C=C/c1ccc2c(c1)OCO2)NCCSCc1ccc(Cl)cc1,0,-1,-5,-41,11,4,-3,2,8
[2H]c1c([2H])c([2H])c(-c2nc(N3CCCCCC3)sc2C(=O)c2ccccc2)c([2H])c1[2H],-3,-3,1,-4,7,5,-12,9,4
C=CC[C@@H](CC(=O)N[C@H](CO)Cc1ccccc1)C(=O)N[C@@H](C)COC(=O)[C@@H](CC=C)Cc1ccc(F)cc1,nt,nt,-1,20,3,5,nt,3,3

(more compounds)
molecule,LYPLA1 counter,LYPLA2 inh,PAD4 inh,PREPL inhibitor,PAFAH2 inh,PAFAH1B3 inh,GSTO1 inh,PAFAH1B2 inh,pPAFAH FP inh
COc1ccc(/C=N/NC(=O)c2cccc3ccccc23)c(OC)c1OC,0,3,1,-1,nt,nt,1,nt,2
CC(NC(=O)CCNS(=O)(=O)c1ccccc1)c1ccccc1 (stereo unspecified),1,0,-3,12,-1,-2,3,-2,3
CCCN(C(=O)c1c(CC)noc1C)c1c(N)n(Cc2ccccc2)c(=O)[nH]c1=O,1,0,2,5,10,8,-5,-1,3
CC(C)N(Cc1ccccc1)C(=O)COC(=O)C1CCCCC1,nt,nt,7,18,3,12,nt,4,-3
CCc1nc(Cl)c(C#N)c2c1CCCC2,1,6,1,-1,5,0,1,-1,-2
CCCCn1c(N)c(N(CCOC)C(=O)COC(=O)Cc2cccc(OC)c2)c(=O)[nH]c1=O,-1,-1,-1,10,-3,-1,2,1,1
Cc1ccc(-c2nnc3ccc(SCC(=O)N4CCCc5ccccc54)nn23)cc1,-3,-6,4,-3,5,-4,4,5,-4
CCCCc1ccc(S(=O)(=O)N/N=C(/C)c2ccncc2)cc1,-1,2,3,-22,4,1,-4,-1,-4
CC(=O)Nc1sc(C)c(C)c1C(=O)OCC(=O)N(CC(C)C)c1c(N)n(Cc2ccccc2)c(=O)[nH]c1=O,3,-1,-4,3,-9,-9,10,-4,2
CCC(C)(C)NC(=O)C(c1ccccc1Cl)N(C(=O)CCC(=O)Nc1cc(C)on1)C1CC1 (stereo unspecified),0,-1,0,26,4,3,1,-1,-7
C[C@H]1[C@H](NC(=O)C(=NOC(C)(C)C(=O)O)c2csc(N)n2)C(=O)N1S(=O)(=O)O,-4,-2,0,-2,-6,0,3,0,3
O=C(Nc1ccncc1)Nc1ccccn1,5,1,-7,4,7,4,-5,3,10
CC(C)(C)OC(=O)C[C@@H]1C/C=C\C[C@@H](CC(=O)N(CCO)Cc2ccccc2)C(=O)NC[C@H](c2ccccc2)OC1=O,nt,nt,-1,16,0,13,nt,11,0
COc1cc(/C=C2/C(=O)N(c3cccc(Br)c3)N=C2C)cc(OC)c1O,-5,-10,27*,0,0,1,42*,-1,4
CNC(=O)c1ccc(-c2cc3onc(-c4ccccc4)c3c(=O)n2C)cc1,nt,nt,3,-2,-3,6,nt,9,1
CC(C)(O)C#Cc1ccc(CNC[C@H]2O[C@@H](n3cnc4c(N)ncnc43)[C@H](O)[C@@H]2O)s1,nt,nt,-1,nt,4,5,nt,2,5
CCCCn1cc2c(c1-c1cccc(C)c1)c(=O)n(C)c(=O)n2C,-1,2,1,2,8,6,8,2,8
CCn1c(SCc2ccc([N+](=O)[O-])cc2)nnc1C(C)NC(=O)c1ccc(C)cc1 (stereo unspecified),0,-1,-4,6,9,5,-5,0,1
CC1CCN(C(=O)COC(=O)/C=C/c2ccc(Br)o2)CC1,1,6,7,1,30*,7,nt,1,6
